D3 antag = D3 dopamine receptor (human) antagonism | P35462 | D3R cells, DiscoveRx beta-arrestin luminescence, antagonist mode; hits give low values | max response, negative = inhibition, % | 360,000 compounds, 2.5% hits | AID 652054; in the data active means max response below about -50%; inconclusive means no clear call, values can overlap the other calls; further: on the % scale 0 is the no-effect control and ±100 the full control effect; mostly tested at two doses, the higher about 12 µM
Target sequence (P35462 whole entry, looked up): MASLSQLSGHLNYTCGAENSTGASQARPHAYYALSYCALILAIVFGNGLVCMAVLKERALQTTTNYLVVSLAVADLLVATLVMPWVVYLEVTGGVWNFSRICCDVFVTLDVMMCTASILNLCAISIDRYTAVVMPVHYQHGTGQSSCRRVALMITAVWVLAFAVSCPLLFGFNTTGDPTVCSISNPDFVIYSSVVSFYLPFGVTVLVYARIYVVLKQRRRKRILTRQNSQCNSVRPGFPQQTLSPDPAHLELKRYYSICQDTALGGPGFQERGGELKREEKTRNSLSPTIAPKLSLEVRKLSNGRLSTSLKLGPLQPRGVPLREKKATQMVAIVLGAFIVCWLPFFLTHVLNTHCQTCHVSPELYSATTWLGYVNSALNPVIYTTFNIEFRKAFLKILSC
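Cells plated overnight at 1500 cells/well, then exposed to library compounds with dopamine controls for 90 minutes at 37 degrees C. DiscoveRx reagent added for 30–60 minutes at room temperature; luminescence read, quantitative HTS format.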
Akt phos inh = Akt phosphorylation inhibition; Neuro2A IGF-stimulated pAkt S473 HTRF, 20 min; hits give low values; activity change, % for hits at 50 µM; 360,000 compounds, 0.32% hits; AID 651550; in the data active means activity change below about -80%; inconclusive means mostly about -51% to -80%; further: on the % scale 0 is the no-effect control and ±100 the full control effect
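Single-point screen (50 µM final compound) in Neuro2A cells stimulated 20 min with 6 nM IGF at 37 deg C. After lysis, Ser473-phosphorylated Akt read by HTRF (ex 330 nm, em 615/665 nm) as the 665/615 ratio.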
TDP43 rescue = inhibitors of TDP-43 toxicity in yeast | TDP-43 expressing yeast growth rescue, BacTiter-Glo, 24 h | Potency, µM (highest dose often 46.1 µM), for the others: at the top dose growth rescue (activation), most hits filed as activators | 410,000 compounds, 1.8% hits; further: potency means the concentration at half of the fitted maximal effect; % of control where 0% means no effect; nearly all actives have a fitted effect of over 50% in size
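Luminescence from BacTiter-Glo reports growth of TDP-43-expressing yeast after 24 hr at 30 deg C with compound. Cells were raffinose-pregrown to mid-log, then seeded in galactose medium at OD600=0.02.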
Abeta yeast res = compounds reversing amyloid beta toxicity in yeast; yeast expressing A-beta42, growth rescue, OD600, 48 h; response scale: 0% DMSO, 100% iron-clioquinol control; Potency, µM (top dose mostly 46.1 µM), without a hit: at the highest dose growth rescue, actives largely listed as activators; 410,000 compounds, 0.063% hits; further: potency means the concentration at half of the fitted maximal effect; nearly all actives have a fitted effect of over 55% in size
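Growth rescue measured by 600 nm absorbance after 48 h yeast culture at 30 C with compound. Values normalized between DMSO and an equimolar ferric chloride plus clioquinol control.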
GLP-1R inv ag = acts as inverse agonist at human GLP-1 receptor; HEK293 GLP-1R CRE-luciferase, luminescence, 24 h; GLP-1R form is constitutively active; Potency, µM (doses to about 38.3 µM), for the others: at the highest dose activity change, negative = inhibition, most hits filed as inhibitors; 410,000 compounds, 1.6% hits; further: potency means the concentration at half of the fitted maximal effect; on the % scale 0 is the no-effect control and ±100 the full control effect; nearly all actives have a fitted effect of over 55% in size
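Using stably transfected HEK293 (constitutively active GLP-1R, cAMP-luciferase reporter), compounds were incubated 24 hr and luciferase measured by luminescence.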
GLP-1R agonist = agonists of human GLP-1 receptor; HEK293 GLP-1R CRE-luciferase, luminescence, 4-6 h; cells express a hypersensitive GLP-1R form; P43220; Potency, µM (highest dose often 45.6 µM), for the others: at the highest dose activation, actives largely listed as activators; 380,000 compounds, 0.007% hits; further: potency means the concentration at half of the fitted maximal effect; % of control where 0% means no effect
FUS yeast rescue = FUS proteinopathy suppression in yeast | 390,000 compounds, 0.24% hits | S. cerevisiae FUS-expressing, growth rescue, OD600, 24 h | Potency, µM (highest dose often 76.6 µM), without a hit: at the highest dose growth rescue (activation), hits mostly activators;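 further: potency means the concentration at half of the fitted maximal effect; plate controls were DMSO vehicle for no effect and reference control for full effect; nearly all actives have a fitted effect of over 55% in size; some results filed as inactive show a strong effect at the top dose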
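Toxicity suppression screen in FUS-yeast. Cells induced with 2% galactose, starting OD 0.005, treated 24hr at 30C with compounds at multiple final concentrations; growth by OD600.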
aSyn yeast inh = rescues yeast growth from alpha-synuclein toxicity; 370,000 compounds, 0.14% hits; AID 652106; Potency, µM (highest dose often 46.1 µM), inactives show top-dose growth rescue (activation), hits mostly activators; Yeast expressing alpha-synuclein, growth rescue, BacTiter-Glo, 24 h; further: potency means the concentration at half of the fitted maximal effect; % of control where 0% means no effect; nearly all actives have a fitted effect of over 65% in size
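Screening used galactose-induced yeast with toxic alpha-synuclein levels, exposed to compound for 24 hr at 30 deg C. Cell growth, read with BacTiter-Glo luminescence, gave the measured signal.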
PTHR1 ag = agonists of human PTHR1 parathyroid hormone receptor; Q03431; HEK293 GP2 PTHR1 cells, GloSensor cAMP luminescence, 1 h; Potency, µM (doses to about 115 µM), for the others: at the top dose activation, usual class: activators; 410,000 compounds, 0.075% hits; further: potency means the concentration at half of the fitted maximal effect; nearly all actives have a fitted effect of over 55% in size; some results filed as inactive show a strong effect at the top dose; inactives centre near -15; many of its hits are not listed in these tables
Target sequence (Q03431 whole entry, looked up): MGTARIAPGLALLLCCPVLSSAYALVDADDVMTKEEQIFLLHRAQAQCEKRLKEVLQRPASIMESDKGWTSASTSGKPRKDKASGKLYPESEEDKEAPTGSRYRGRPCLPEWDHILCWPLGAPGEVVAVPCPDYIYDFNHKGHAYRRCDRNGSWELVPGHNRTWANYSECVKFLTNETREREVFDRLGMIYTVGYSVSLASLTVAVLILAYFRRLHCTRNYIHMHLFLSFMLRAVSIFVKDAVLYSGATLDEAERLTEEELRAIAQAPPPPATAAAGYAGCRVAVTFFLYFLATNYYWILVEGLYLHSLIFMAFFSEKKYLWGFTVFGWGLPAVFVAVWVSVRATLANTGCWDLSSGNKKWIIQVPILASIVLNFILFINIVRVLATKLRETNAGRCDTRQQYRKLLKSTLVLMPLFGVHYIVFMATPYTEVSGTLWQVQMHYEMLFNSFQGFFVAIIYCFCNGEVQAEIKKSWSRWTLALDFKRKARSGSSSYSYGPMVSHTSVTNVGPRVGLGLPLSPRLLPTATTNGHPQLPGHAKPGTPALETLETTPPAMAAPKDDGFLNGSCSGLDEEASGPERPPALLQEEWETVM
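HEK-293-derived GP2 cells expressing PTHR1 and a GloSensor cAMP reporter, 3,000/well, plated overnight, given luciferin plus IBMX (each 0.5 mM as added) for 1 h at 37 °C, then compound for 1 h at 37 °C. Luminescence was read after 15 min at room temperature.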
Starred values were filed as active, the others as inactive; i = inactive; ? = inconclusive; · = no result given; & = joins results of further samples; [ ] = another dose, or the depositor's remark. Unless noted, the call rests on the fitted dose curve; in most records, active means well fitted curve in the direction sought with a large enough effect; inconclusive means small, poorly fitted or top-dose-only effect, or another doubt; inactive means no such curve, though single readings can be large; an effect the other way counts as inactive or inconclusive. An excerpt; the hit share may differ from the screen's.

1. CC(C)Sc1nc2c(c(=O)n1C)SC(C)C2 (stereo unspecified)
2. COCCn1c(=NC(=O)CSCC(=O)N2CCOCC2)sc2ccccc21
3. Cc1noc(/C=C/N(C)C)c1S(=O)(=O)N1CCCC(C(=O)NCc2cccs2)C1 (stereo unspecified)
4. O=C(O)CCCN1C(=O)/C(=C/c2cn(-c3ccccc3)nc2-c2cccs2)SC1=S
5. CSc1ccc(CCNC(=O)c2ccc3c(Cl)c4c(nc3c2)CCCC4)cc1
6. O=C(NC(=S)Nc1ccc2c(c1)OCO2)c1ccc(Cl)cc1
7. O=C(O)c1ccc(-c2ccc(/C=N/Nc3ccc([N+](=O)[O-])cc3)o2)cc1
8. COc1ccccc1N1CCN(S(=O)(=O)c2ccc(Cl)cc2)CC1
Compound | 1 | 2 | 3 | 4 | 5 | 6 | 7 | 8
D3 antag | -5 | -4 | 1 | -7 | · | 15 | ? | -6
Akt phos inh | i | i | i | i | · | i | i | i
TDP43 rescue | ? | 5% | 8% | 1% | 26% | -7% | -7% | -9%
Abeta yeast res | 1% | -8% | -4% | 3% | -3% | -2% | 11% | ?
GLP-1R inv ag | 17% | 65%[activator] | 9% | 3% | -14% | 15% | -14% | ?
GLP-1R agonist | 14% | -1% | -5% | 5% | 0% | -2% | -1% | -7%
FUS yeast rescue | -29% | 20% | ? | 15% | -30% | -5% | ? | 8%
aSyn yeast inh | -2% | -4% | -4% | 3% | · | 2% | 24% | -1%
PTHR1 ag | -7% | i | -20% | -13% | -40%[inhibitor] | -4% | -1% | -20%

An excerpt from above in order of the GLP-1R inv ag value, largest number first:
item | Compound | GLP-1R inv ag
1 | CC(C)Sc1nc2c(c(=O)n1C)SC(C)C2 (stereo unspecified) | 17%
6 | O=C(NC(=S)Nc1ccc2c(c1)OCO2)c1ccc(Cl)cc1 | 15%
3 | Cc1noc(/C=C/N(C)C)c1S(=O)(=O)N1CCCC(C(=O)NCc2cccs2)C1 (stereo unspecified) | 9%
5 | CSc1ccc(CCNC(=O)c2ccc3c(Cl)c4c(nc3c2)CCCC4)cc1 | -14%

Other compounds:
9. Cc1cccc(NC(=O)C2CCN(S(=O)(=O)c3cccc4nonc34)CC2)c1
10. Cc1nc(N)[nH]c(=O)c1CC(=O)OCCCl
11. O=C(Nc1cccc2nsnc12)c1cccs1
12. Cc1cc(C)n2nc(CC(=O)NNC(=O)COc3ccccc3)nc2n1
13. COc1ccc(-n2ccnc2SCC(=O)NCc2ccccc2)c(OC)c1
14. CC(NC(=O)CN1CCN(c2cccc(Cl)c2)CC1)c1ccccc1 (stereo unspecified)
15. COc1ccc(-c2cc(C(=O)N3CCCC3)no2)cc1OC
16. COc1cc([N+](=O)[O-])ccc1NC(=O)NNC(=O)c1sccc1C
Compound | 9 | 10 | 11 | 12 | 13 | 14 | 15 | 16
D3 antag | -5 | 21 | -17&9 | 9 | 7 | ? | 8 | -18
Akt phos inh | i | i | i | i | i | i | i | i
TDP43 rescue | -3% | 14% | ? | 7% | 5% | -1% | 12% | 3%
Abeta yeast res | -3% | 7% | 1%&-21% | 3% | 5% | 12% | 7% | -11%
GLP-1R inv ag | -6% | -10% | 8%&10% | 29% | -6%[7.66 µM] | ? | 128%[activator] | 2%
GLP-1R agonist | 16% | -5% | 9%&-1% | -3% | -1% | 0% | 31% | -1%
FUS yeast rescue | -32% | -7% | -7%&10% | 8% | 5% | -3% | 8% | 10%
aSyn yeast inh | 1% | 4% | 9%&-9% | -5% | 2% | 7% | -8% | 7%
PTHR1 ag | -20% | i | -8%[57.5 µM] | i | -8% | 4% | i | 16%

17. CC(=O)C(Sc1nc(N2CCOCC2)nc(N2CCOCC2)n1)C(=O)Nc1ccccc1 (stereo unspecified)
18. CC(=O)Nc1ccc(Oc2cncc(Cl)c2)nc1
19. Cc1ccccc1C(=O)N1CCC(C(=O)OCc2ccccn2)CC1
20. COc1ccc(S(=O)(=O)NNC(=O)c2cccs2)cc1
21. COc1cccc(CN2CCN(Cc3cccc4c3OCO4)CC2CCO)c1 (stereo unspecified)
22. COCc1nnc(NC(=O)c2ccc3c(c2)OCO3)s1
23. CCN(CC)C(=O)CSc1nnnn1-c1ccc(F)c(Cl)c1
24. CCN1C(C(=O)c2ccccc2)=C(OC(=O)COc2ccccc2)c2ccccc2S1(=O)=O
Compound | 17 | 18 | 19 | 20 | 21 | 22 | 23 | 24
D3 antag | -8 | 7 | -21 | 9 | ? | 4 | 17 | ·
Akt phos inh | i | i | i | i | i | i | i | ·
TDP43 rescue | -11% | 13% | 0% | -11% | -10% | -1% | 20% | ?
Abeta yeast res | 6% | 16% | -6% | -4% | -15% | -3% | -4% | -30%
GLP-1R inv ag | -10% | ? | 8% | -13% | -23% | -15% | -10% | ?
GLP-1R agonist | -2% | -4% | -2% | 3% | 0% | 4% | 3% | ·
FUS yeast rescue | ? | 1% | 4% | 6% | -2% | -6% | -36% | 7%
aSyn yeast inh | 2% | 1% | -6% | 2% | -3% | 4% | 4% | ·
PTHR1 ag | i | i | i | -10% | -10% | -19% | -5% | -19%

25. CC(C)(C)NC(=O)N1CCn2cccc2C1c1ccccc1F (stereo unspecified)
26. O=C(COC(=O)CNC(=O)c1ccccc1)NCCCc1ccccc1
27. CCN1CCN(c2cc3c(cc2F)c(=O)c(S(=O)(=O)c2cc(C)cc(C)c2)cn3CC)CC1
28. Cc1ccc(Nc2c(-c3ccc(N4CCOCC4)cc3)nc3cnccn23)cc1
29. COCCn1c(=S)[nH]c2cc(C(=O)N3CCN(c4ccccc4OC)CC3)ccc2c1=O
30. COc1cc(Cl)c(CN2CCCC(CO)(Cc3ccccc3F)C2)cc1OC (stereo unspecified)
31. CN(C)S(=O)(=O)N1CCN(c2ccc([N+](=O)[O-])c(N3CCOCC3)c2)CC1
32. O=C(OCCc1cc2ccccc2c(=O)o1)c1ccc2c(c1)OCO2
Compound | 25 | 26 | 27 | 28 | 29 | 30 | 31 | 32
D3 antag | 1 | -6 | · | 46 | ? | 9 | 9 | 20
Akt phos inh | i | i | · | i | · | i | i | i
TDP43 rescue | -4% | -17% | 0% | -6% | -22% | -12% | -6%[0.397 µM] | 21%
Abeta yeast res | -6% | 0% | -7% | 0% | -8% | 6% | -3% | -3%
GLP-1R inv ag | ? | 9% | 7% | -20% | 4% | ? | 49%[activator] | 11%
GLP-1R agonist | 18% | 9% | · | ? | -13% | 28% | 16% | 18%
FUS yeast rescue | 11% | 6% | 18% | ? | 34% | 7% | 7% | 20%
aSyn yeast inh | -7% | 1% | · | 10% | -3% | 7% | 3% | 1%
PTHR1 ag | -9% | i | 10% | -14% | i | i | i | -36%[inhibitor]

33. CC(C)(C)CC(=O)NC1CC(=O)N(c2ccc3c(c2)OCCO3)C1 (stereo unspecified)
34. COc1cc(C2=NOC(C(=O)NCc3ccccn3)C2)cc(OC)c1OC (stereo unspecified)
35. CN(C)c1ccc(NC(=O)CSc2n[nH]c(-c3ccncc3)n2)cc1
36. COc1ccc(C(=O)Nc2ccc(Cl)cc2C(=O)NCCN2CCOCC2)cc1
37. Nc1ncnc2c1ncn2[C@@H]1O[C@H](CNCC#Cc2ccccc2)[C@@H](O)[C@H]1O
38. COc1ccccc1NC(=O)c1ccc(NC(=O)CSc2n[nH]c(N)n2)cc1
39. Cc1ccc(C2OCC3(CO)COC(c4ccc(C)cc4)N23)cc1 (stereo unspecified)
40. CCCNC(=O)CSc1nc2[nH]ncc2c(=O)[nH]1
Compound | 33 | 34 | 35 | 36 | 37 | 38 | 39 | 40
D3 antag | · | 13 | 13 | -23 | 7 | -2 | 11 | 0
Akt phos inh | · | i | i | i | i | i | i | i
TDP43 rescue | 0% | 19% | -4% | 4% | -15% | 22% | -4% | -14%
Abeta yeast res | 6% | 3% | -1% | -3% | -11% | 4% | 13% | -17%
GLP-1R inv ag | 9% | 0% | -9% | -5% | 2% | 8% | -7% | 5%
GLP-1R agonist | 1% | -10% | 10% | -5% | 9% | 5% | 1% | 3%
FUS yeast rescue | -13% | 17% | 8% | 13% | -11% | 12% | -13% | -15%
aSyn yeast inh | · | -9% | -1% | 0% | 0% | 0% | -8% | -5%
PTHR1 ag | i | -15% | -3% | i | -6% | i | i | -7%

Brought forward from above: four entries, then new ones.
37. Nc1ncnc2c1ncn2[C@@H]1O[C@H](CNCC#Cc2ccccc2)[C@@H](O)[C@H]1O
38. COc1ccccc1NC(=O)c1ccc(NC(=O)CSc2n[nH]c(N)n2)cc1
39. Cc1ccc(C2OCC3(CO)COC(c4ccc(C)cc4)N23)cc1 (stereo unspecified)
40. CCCNC(=O)CSc1nc2[nH]ncc2c(=O)[nH]1
41. O=C(c1ccc(F)cc1)C1CCN(Cc2cn[nH]c2-c2ccc(F)cc2)CC1
42. COc1ccc(NC(=S)NC(=O)/C=C/c2cccs2)cc1
43. Cc1ccc(S(=O)(=O)N2C3CCCCC3O[C@H]2CC(=O)OCc2ccccc2)cc1 (stereo partly specified)
44. CCOc1cccc(C2C(C#N)=C(N)Oc3cc(C)n(Cc4ccccn4)c(=O)c32)c1OCC (stereo unspecified)
Compound | 37 | 38 | 39 | 40 | 41 | 42 | 43 | 44
D3 antag | 7 | -2 | 11 | 0 | ? | -12 | 16 | -15
Akt phos inh | i | i | i | i | i | i | i | ?
TDP43 rescue | -15% | 22% | -4% | -14% | -5% | -1% | 16% | -12%
Abeta yeast res | -11% | 4% | 13% | -17% | 1% | -5% | 6% | -2%
GLP-1R inv ag | 2% | 8% | -7% | 5% | ? | ? | -27% | 11%
GLP-1R agonist | 9% | 5% | 1% | 3% | 15% | 6% | · | 3%
FUS yeast rescue | -11% | 12% | -13% | -15% | 2% | 27% | 21% | 2%
aSyn yeast inh | 0% | 0% | -8% | -5% | 2% | -4% | -2% | -10%
PTHR1 ag | -6% | i | i | -7% | i | -15% | -43%[inhibitor] | -51%[inhibitor]

Bioassay records (PubChem)
